Assay outcomes deposited in PubChem BioAssay by several laboratories.
NS5 inhibitors = Dengue-2 NS5 methyltransferase inhibitors, primary screen, biochemical, confirmation dose response (AID 588689); Genome polyprotein (Dengue virus type 2 (strain 16681-PDK53)); Dengue-2 NS5 methyltransferase capping enzyme assay, biochemical; higher % means a stronger effect; inhibition, % at 25 µM; hits with a dose series show IC50 in µM; actives 0.3% (n = 340,000); in the data active means a potency from the dose series; inconclusive means inhibition above about 29% without an active follow-up result
West Nile virus CPE = West Nile virus antiviral activity, cell-based, CPE readout (AID 1621) | West Nile virus-infected cells, CPE inhibition; higher % means a stronger effect | one-dose CPE inhibition, % at 10 µM; IC50 in µM for titrated hits | actives 0.02% (n = 290,000); in the data active means a potency from the dose series; inconclusive means CPE inhibition mostly from about 3.7% at the one dose, without a potency; inactive means the rest, 99 in 100 with CPE inhibition below about 2.2%; further: strong numbers were not always called active
Siah-1 displacement = Siah-1 peptide-binding antagonists, primary screen, biochemical, fluorescence polarization, rhodamine-plectin, uHTS (AID 1817). displacement, % at 20 µM; hits with a dose series show IC50 in µM. E3 ubiquitin-protein ligase SIAH1 (Homo sapiens). Siah-1 / rhodamine-plectin peptide fluorescence polarization; higher % means a stronger effect. actives 0.02% (n = 290,000);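 active means displacement of at least 50% at 20 µM, with a fluorescence ratio check between 0.3 and a set limit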;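 further: plate controls were Siah plus tracer with DMSO for no effect and tracer alone without Siah for full effect; strong numbers were not always called active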
RSV CPE inhibition = RSV antiviral activity via CPE protection, HEp-2 cells, primary 10 µM value included (AID 2391) | HEp-2 cells, RSV-induced CPE inhibition; higher % means a stronger effect | actives 0.13% (n = 310,000) | CPE inhibition, % at 10 µM, or IC50 in µM where a hit was titrated; in the data active means a potency from the dose series; inconclusive means CPE inhibition mostly from about 23% at the one dose, without a potency; inactive means the rest, 99 in 100 with CPE inhibition below about 21%; further: strong numbers were not always called active
NTR1 ag = agonists of NTR1, primary screen, imaging, U2OS cells, beta-arrestin-GFP, high content (AID 493036); activation, % at 20 µM; NTR1-U2OS beta-arrestin-GFP spot imaging, agonist mode; Neurotensin receptor type 1 (Homo sapiens), P30989; actives 0.17% (n = 330,000);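 active means activation at or above 40% of the spot to cytoplasm intensity ratio, with at least 20 cells analyzed; inconclusive means wells under 20 cells, flagged as cytotoxic or low count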;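 further: 0% = DMSO without peptide and 100% = 100 nM NTR1 peptide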
Target sequence (P30989 whole entry, looked up): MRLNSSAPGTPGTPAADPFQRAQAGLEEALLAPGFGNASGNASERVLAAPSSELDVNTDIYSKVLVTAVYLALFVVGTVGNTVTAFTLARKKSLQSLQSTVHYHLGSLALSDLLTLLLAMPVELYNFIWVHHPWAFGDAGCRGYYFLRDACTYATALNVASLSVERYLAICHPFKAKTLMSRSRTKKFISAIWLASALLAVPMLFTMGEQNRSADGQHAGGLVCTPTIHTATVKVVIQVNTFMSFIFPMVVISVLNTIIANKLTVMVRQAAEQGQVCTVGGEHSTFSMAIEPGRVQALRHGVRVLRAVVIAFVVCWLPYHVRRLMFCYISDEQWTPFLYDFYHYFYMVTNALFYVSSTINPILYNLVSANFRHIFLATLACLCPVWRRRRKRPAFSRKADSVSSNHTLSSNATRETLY
K1F lysis inhibition = inhibition of K1F phage lysis, E. coli UTI89, bacterial capsule biogenesis inhibitors, alamar blue (AID 488966). E. coli UTI89 K1F phage lysis, alamar blue, 2 h; higher % means a stronger effect. one-dose inhibition, % at 100 µM; IC50 in µM for titrated hits. actives 0.02% (n = 340,000);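 active means phage lysis inhibition, versus mean bacterial control, above a set limit; inconclusive means no clear call, values can overlap the other calls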;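 further: capsule biogenesis inhibitors block K1F phage lysis so surviving cells raise fluorescence; higher fluorescence means more inhibition of phage lysis; actives were called in the ten point dose series up to 300 µM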
AID2073 = inhibitors of Mint1-CaV2.2 protein interaction, biochemical, HTRF (AID 2073) | Voltage-dependent N-type calcium channel subunit alpha-1B (Homo sapiens) | HTRF protein-protein interaction, Mint1-CaV2.2; higher % means a stronger effect | inhibition, % at 20 µM, or IC50 in µM where a hit was titrated | actives 0.19% (n = 290,000); in the data active means inhibition mostly above about 51%, no sharp cut-off; inconclusive means no clear call, values can overlap the other calls; inactive means mostly below about 53%; further: some results filed as inactive read as strong as hits
Large T inhibition = SV40 large T antigen inhibitors, biochemical (AID 1903); SV40 large T antigen ATPase/helicase inhibition assay; higher % means a stronger effect; inhibition, % at 20 µM, or IC50 in µM where a hit was titrated; actives 0.39% (n = 310,000); in the data active means a potency from the dose series; inconclusive means inhibition mostly from about 32% at the one dose, without a potency; inactive means the rest, 99 in 100 with inhibition below about 32%; further: strong numbers were not always called active
Rac1 GTP hydrolysis = MgcRacGAP GTPase-activating activity inhibitors, confirmation, biochemical, ADP Hunter fluorescence; AID 624330, 2012; MgcRacGAP-stimulated Rac1 GTP hydrolysis, ADP Hunter fluorescence; higher % means a stronger effect; GST-tagged Rac1 F28L mutant substrate; one-dose inhibition, % at 30 µM; IC50 in µM for titrated hits; Rac GTPase-activating protein 1 (Homo sapiens); actives 0.6% (n = 340,000);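 active means first-screen hits whose inhibition reached a set limit at any dose in the follow-up dose series; inconclusive means inhibition above the set first-screen limit but never retested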;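 further: fluorescence reports GDP produced by GAP-driven GTP hydrolysis; strong numbers were not always called active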
NTR1 ag cell count 20 µM = further read-out of NTR1 ag, marked with its call; cell count; measured here: cell count, cytotoxicity flag
An asterisk follows results filed as active; [ ] = remark or other dose.

Screening Cc1nc(C(Cl)(Cl)Cl)nc2[nH]ccc(=O)c12 returned NS5 inhibitors -6.8%, West Nile virus CPE -0.4%, Siah-1 displacement -2.3%, RSV CPE inhibition 0.1%, NTR1 ag 0.0, K1F lysis inhibition -0.2%, AID2073 -5.8%, Large T inhibition -0.8%, Rac1 GTP hydrolysis -0.4% and NTR1 ag cell count 20 µM 44.
For COc1ccc(NC(=S)N2CCC(N(C)CCN3CCOCC3)CC2)cc1Cl the results were NS5 inhibitors 0.0%, West Nile virus CPE 0.1%, Siah-1 displacement 5.1%, RSV CPE inhibition 0.2%, NTR1 ag 0.6, K1F lysis inhibition 4.3%, AID2073 -12.9%, Large T inhibition 7.5%, Rac1 GTP hydrolysis 7.2% and NTR1 ag cell count 20 µM 45.
Screening COc1ccc(/C=N/NC(=O)c2ccc(N(C)S(=O)(=O)c3ccccc3)cc2)cc1 returned NS5 inhibitors -1.8%, West Nile virus CPE -0.1%, Siah-1 displacement 8.0%, RSV CPE inhibition 6.8%, NTR1 ag 1.1, K1F lysis inhibition 0.2%, AID2073 1.4%, Large T inhibition 0.9%, Rac1 GTP hydrolysis -29.4% and NTR1 ag cell count 20 µM 97.
Screening Nc1cc(=O)[nH]c(SCC(=O)Nc2ccc(S(=O)(=O)N3CCOCC3)cc2)n1 returned NS5 inhibitors 0.8%, West Nile virus CPE 0.9%, Siah-1 displacement -2.2%, RSV CPE inhibition 0.4%, NTR1 ag -0.6, K1F lysis inhibition 4.9%, AID2073 0.4%, Large T inhibition 7.9%, Rac1 GTP hydrolysis 13.4% and NTR1 ag cell count 20 µM 59.
Screening Cc1cc(/C=N/NC(=O)c2cccnc2)c(C)n1CC(C)C returned NS5 inhibitors -6.2%, West Nile virus CPE 0.8%, Siah-1 displacement -0.4%, RSV CPE inhibition 0.1%, NTR1 ag -0.5, K1F lysis inhibition 0.7%, AID2073 -3.0%, Large T inhibition 11.8%, Rac1 GTP hydrolysis -6.6% and NTR1 ag cell count 20 µM 41.
`CCOC(=O)C(C)Sc1nnc(CSc2nc3nc(C)cc(C)n3n2)o1` (stereo unspecified) gave NS5 inhibitors -1.5%, West Nile virus CPE 0.8%, Siah-1 displacement 2.8%, RSV CPE inhibition 3.0%, NTR1 ag 3.7, K1F lysis inhibition 1.4%, AID2073 2.1%, Large T inhibition 1.9%, Rac1 GTP hydrolysis 2.6% and NTR1 ag cell count 20 µM 64.
For COc1cc(C(C)=O)ccc1OCC(=O)NC(=O)Nc1ccc(C)cc1C the results were NS5 inhibitors 6.1%, NTR1 ag 2.5, K1F lysis inhibition 0.8%[50 µM], Rac1 GTP hydrolysis -2.7% and NTR1 ag cell count 20 µM 60.
Cc1cc(C)c2c(=O)[nH]c(SCC(=O)Nc3ccc(Br)cc3)nc2n1 was read as NS5 inhibitors -10.7%, West Nile virus CPE -0.1%, Siah-1 displacement 13.9%, RSV CPE inhibition 10.5%, NTR1 ag 0.1, K1F lysis inhibition 3.9%, AID2073 5.0%, Large T inhibition 1.8%, Rac1 GTP hydrolysis 6.2% and NTR1 ag cell count 20 µM 62.
Cc1ccc(CC(=O)Nc2ccc(S(=O)(=O)Nc3nccc(C)n3)cc2)cc1 was read as NS5 inhibitors 2.7%, West Nile virus CPE -0.6%, Siah-1 displacement -2.5%, RSV CPE inhibition -0.3%, NTR1 ag -0.2, K1F lysis inhibition -2.5%, AID2073 4.3%, Large T inhibition 1.4%, Rac1 GTP hydrolysis -18.2% and NTR1 ag cell count 20 µM 54.
`O=C(Cn1cc(C(F)(F)F)ccc1=O)Nc1cccc(S(=O)(=O)N2CCOCC2)c1` gave NS5 inhibitors -2.9%, West Nile virus CPE -0.3%, Siah-1 displacement 7.6%, RSV CPE inhibition 0.9%, NTR1 ag -0.4, K1F lysis inhibition 2.9%, AID2073 -2.2%, Large T inhibition -4.3%, Rac1 GTP hydrolysis 3.4% and NTR1 ag cell count 20 µM 40.
`CCN(CC)CCCN(Cc1cc2cc(OC)ccc2[nH]c1=O)C(=O)Nc1ccccc1` gave West Nile virus CPE 0.1%, Siah-1 displacement -2.2%, RSV CPE inhibition -0.3%, NTR1 ag -0.7, AID2073 1.2%, Large T inhibition 10.8% and NTR1 ag cell count 20 µM 45.
COc1ccc2c(c1)c1ncnc(N3CCN(Cc4ccc5c(c4)OCO5)CC3)c1n2C was read as West Nile virus CPE 0.3%, Siah-1 displacement -0.4%, AID2073 15.9% and Large T inhibition 5.9%.
CCOc1ccc(NCC(=O)N/N=C/C=C/c2ccccc2)cc1 was read as West Nile virus CPE 0.9%, Siah-1 displacement 6.7%, RSV CPE inhibition 1.7%, NTR1 ag -1.3, K1F lysis inhibition 1.5%, AID2073 12.8%, Large T inhibition 12.6%, Rac1 GTP hydrolysis 10.0% and NTR1 ag cell count 20 µM 22.
For CSc1nnc(CNS(=O)(=O)c2ccc(F)cc2)n1C the results were NS5 inhibitors -20.5%, West Nile virus CPE 0.0%, Siah-1 displacement 10.7%, RSV CPE inhibition 0.1%, NTR1 ag 1.4, K1F lysis inhibition 0.8%, AID2073 3.5%, Large T inhibition 8.2%, Rac1 GTP hydrolysis 6.0% and NTR1 ag cell count 20 µM 46.
Screening COC(=O)[C@@]1(Cc2ccc(OC)cc2)[C@H]2c3cc(C(=O)N(C)C)n(CCSCCO)c3C[C@H]2CN1C(=O)c1ccccc1 returned NS5 inhibitors 6.8%, West Nile virus CPE -0.5%, Siah-1 displacement -2.7%, RSV CPE inhibition -0.2%, NTR1 ag -0.5, K1F lysis inhibition 1.9%, AID2073 -0.3%, Large T inhibition 3.7%, Rac1 GTP hydrolysis 2.8% and NTR1 ag cell count 20 µM 95.
Screening O=c1[nH]c(Nc2ccccc2)cc2cc(Br)ccc12 returned NS5 inhibitors -6.8%, West Nile virus CPE -0.6%, RSV CPE inhibition -0.1%, NTR1 ag 2.3, K1F lysis inhibition -1.8%, Large T inhibition 11.0%, Rac1 GTP hydrolysis 9.9% and NTR1 ag cell count 20 µM 95.
`O=c1ccc(-c2nc3cc(Cl)ccc3n2Cc2ccccc2)c[nH]1` gave NS5 inhibitors -2.9%, West Nile virus CPE -0.8%, Siah-1 displacement 17.9%, RSV CPE inhibition -0.8%, NTR1 ag 0.6, K1F lysis inhibition 0.5%, AID2073 2.7%, Large T inhibition -10.1%, Rac1 GTP hydrolysis 1.5% and NTR1 ag cell count 20 µM 102.
For CN(CCCNC(=O)C1CCCN(S(=O)(=O)c2cnc[nH]2)C1)c1ccccc1 (stereo unspecified) the results were NS5 inhibitors -0.7%, West Nile virus CPE 1.3%, Siah-1 displacement -6.3%, RSV CPE inhibition 1.2%, NTR1 ag -1.8, K1F lysis inhibition 0.3%, AID2073 -2.7%, Large T inhibition 4.0%, Rac1 GTP hydrolysis 2.0% and NTR1 ag cell count 20 µM 61.
`CC(=O)N(C)c1ccc(NC(=O)C(c2ccccc2)c2ccccc2)cc1` gave NS5 inhibitors -3.1%, RSV CPE inhibition 1.2%, NTR1 ag 1.4, K1F lysis inhibition -1.7%, Large T inhibition 1.1%, Rac1 GTP hydrolysis 7.5% and NTR1 ag cell count 20 µM 58.
Screening Cc1nc(CCNC(=O)Cc2ccc(F)cc2)cs1 returned NS5 inhibitors 0.7%, West Nile virus CPE 0.3%, Siah-1 displacement 2.1%, RSV CPE inhibition 1.9%, NTR1 ag -0.9, K1F lysis inhibition 0.8%, AID2073 inconclusive, Large T inhibition 2.2%, Rac1 GTP hydrolysis -3.5% and NTR1 ag cell count 20 µM 99.
`CCOC(=O)c1[nH]c(C)c(C(=O)c2ccc(C)cc2)c1C` gave NS5 inhibitors 1.6%, West Nile virus CPE 0.4%, Siah-1 displacement 1.6%, RSV CPE inhibition 3.3%, NTR1 ag 2.1, K1F lysis inhibition 1.6%, AID2073 -4.8%, Large T inhibition 8.5%, Rac1 GTP hydrolysis 0.0% and NTR1 ag cell count 20 µM 58.
`O=C(Cc1ccc(F)cc1)NCc1cccnc1` gave NS5 inhibitors 12.6%, West Nile virus CPE 0.1%, Siah-1 displacement 16.7%, RSV CPE inhibition -0.9%, NTR1 ag -0.2, K1F lysis inhibition 0.3%, AID2073 -1.8%, Large T inhibition 8.8%, Rac1 GTP hydrolysis -1.8% and NTR1 ag cell count 20 µM 91.
C=CCSc1nsc(NC(=O)Nc2cccc(C(C)=O)c2)n1 was read as NS5 inhibitors -2.7%, West Nile virus CPE -2.1%, Siah-1 displacement -1.6%, RSV CPE inhibition 17.7%, NTR1 ag 1.2, K1F lysis inhibition -1.6%, AID2073 4.3%, Large T inhibition 34.8%, Rac1 GTP hydrolysis 2.3% and NTR1 ag cell count 20 µM 72.
`NS(=O)(=O)c1cccc(NC(=O)/C=C/c2cccs2)c1` gave NS5 inhibitors 0.0%, West Nile virus CPE 0.0%, Siah-1 displacement -0.8%, RSV CPE inhibition 0.7%, NTR1 ag 1.8, K1F lysis inhibition 0.7%, AID2073 -8.0%, Large T inhibition 10.3%, Rac1 GTP hydrolysis -2.4% and NTR1 ag cell count 20 µM 53.
`COCCNc1ncnc2nc[nH]c12` gave NS5 inhibitors -11.3%, West Nile virus CPE 0.0%, Siah-1 displacement -0.7%, RSV CPE inhibition 1.0%, NTR1 ag 0.2, K1F lysis inhibition -0.6%, AID2073 -0.7%, Large T inhibition 10.5%, Rac1 GTP hydrolysis 8.5% and NTR1 ag cell count 20 µM 89.
Cn1cnc([N+](=O)[O-])c1Sc1n[nH]c(N)n1 was read as NS5 inhibitors -11.6%, West Nile virus CPE -0.3%, Siah-1 displacement 0.5%, RSV CPE inhibition 1.5%, NTR1 ag -0.1, K1F lysis inhibition 0.0%, AID2073 4.7%, Large T inhibition 15.7%, Rac1 GTP hydrolysis 0.1% and NTR1 ag cell count 20 µM 98.
`CC(=O)N(C)c1ccc(NC(=O)Nc2cccc3ccccc23)cc1` gave NS5 inhibitors 2.0%, West Nile virus CPE 0.6%, Siah-1 displacement 1.6%, RSV CPE inhibition 4.7%, NTR1 ag -1.4, K1F lysis inhibition 1.3%[50 µM], AID2073 42.4%, Large T inhibition 2.1%, Rac1 GTP hydrolysis 10.6% and NTR1 ag cell count 20 µM 63.
Screening Cc1cccc(NS(=O)(=O)c2coc(C(N)=O)c2)c1C returned NS5 inhibitors 1.4%, West Nile virus CPE -0.1%, Siah-1 displacement 31.2%, RSV CPE inhibition 0.8%, NTR1 ag -0.9, K1F lysis inhibition -2.8%, AID2073 7.0%, Rac1 GTP hydrolysis -9.6% and NTR1 ag cell count 20 µM 60.
